Assay outcomes (PubChem BioAssay)
GLD-1 TGE inh: GLD-1-TGE RNA interaction inhibition (C. elegans). Q17339. purified GLD-1 + fluorescein TGE RNA, fluorescence polarization. inhibition, % at 5.96 µM. 0.44% of 320,000 active. AID 2280;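 active = percent inhibition above a per-plate cutoff, the plate mean of test compounds plus 3 SD, cut at about 30% in these data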;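 also: 0% = DMSO wells with GLD-1 and probe and 100% = wells lacking GLD-1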
Target sequence (Q17339 whole entry, looked up): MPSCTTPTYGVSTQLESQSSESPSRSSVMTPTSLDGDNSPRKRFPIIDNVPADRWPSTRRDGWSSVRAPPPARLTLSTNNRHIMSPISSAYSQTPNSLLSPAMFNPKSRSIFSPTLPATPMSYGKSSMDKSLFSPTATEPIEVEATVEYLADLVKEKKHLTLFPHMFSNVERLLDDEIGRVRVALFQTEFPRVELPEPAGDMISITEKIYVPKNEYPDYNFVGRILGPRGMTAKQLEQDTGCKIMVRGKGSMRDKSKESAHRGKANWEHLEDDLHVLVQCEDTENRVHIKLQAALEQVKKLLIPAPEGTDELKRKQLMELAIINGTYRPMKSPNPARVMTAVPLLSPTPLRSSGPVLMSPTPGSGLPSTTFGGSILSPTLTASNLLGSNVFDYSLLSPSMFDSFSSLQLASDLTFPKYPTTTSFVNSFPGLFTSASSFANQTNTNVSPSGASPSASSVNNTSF
VLA-4 inh: inhibition in a human VLA-4 binding assay | VLA-4 expressing cells, ligand binding flow cytometry | inhibition, % (about 7 µM as worked out from the volumes in the protocol) | 0.2% of 330,000 active; in the data active = inhibition above about 50%
MCL1-BIM inh: inhibitors of human MCL1 binding to BIM-BH3 peptide; AID 2057; inhibition, % at 10.9 µM; 0.68% of 320,000 active; Q07820; GST-MCL1 / FITC-Bim-BH3 fluorescence polarization;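 active = inhibition above the mean inhibition of all tested compounds plus 3 SD, set per campaign, cut at about 40% in these data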;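 also: 0% = DMSO wells and 100% = unlabeled Bim-BH3 peptide control; higher means more loss of mP so more displacement of Bim peptide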
Target sequence (Q07820 whole entry, looked up): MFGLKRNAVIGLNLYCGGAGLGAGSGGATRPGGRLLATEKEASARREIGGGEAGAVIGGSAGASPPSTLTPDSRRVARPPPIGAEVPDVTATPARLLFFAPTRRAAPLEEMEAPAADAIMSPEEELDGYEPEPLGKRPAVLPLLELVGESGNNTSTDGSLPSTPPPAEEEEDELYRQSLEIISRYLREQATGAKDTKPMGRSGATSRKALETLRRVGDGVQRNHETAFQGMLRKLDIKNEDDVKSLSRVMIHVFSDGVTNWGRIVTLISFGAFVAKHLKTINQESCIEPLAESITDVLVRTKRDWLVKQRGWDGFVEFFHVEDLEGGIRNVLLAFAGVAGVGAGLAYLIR
GRK2 aptamer HTS: blocks RNA aptamer binding to human GRK2; inhibition of aptamer binding, % at 10 µM; bead flow cytometry, FAM-aptamer displacement from GRK2; 0.59% of 330,000 active;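 active = inhibition of aptamer binding above 40%, roughly 3 SD of noise, on plates passing a quality check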;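 also: median bead fluorescence of bound FAM aptamer so fluorescent compounds give negative values; no value below 0 was filed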
Bcl-xL primary: inhibitors of human Bcl-xL | 0.7% of 320,000 active | inhibition, % at 10.9 µM | AID 2129 | Q07817 | GST-Bcl-xL / FITC-Bim BH3 peptide fluorescence polarization;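 active = inhibition above the mean of all tested compounds plus 3 SD, cutoff set per campaign, cut at about 30% in these data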;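 also: 0% = DMSO wells and 100% = unlabeled Bim-BH3 peptide competitor; inhibitors lower millipolarization by displacing the labeled peptide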
Target sequence (Q07817 whole entry, looked up): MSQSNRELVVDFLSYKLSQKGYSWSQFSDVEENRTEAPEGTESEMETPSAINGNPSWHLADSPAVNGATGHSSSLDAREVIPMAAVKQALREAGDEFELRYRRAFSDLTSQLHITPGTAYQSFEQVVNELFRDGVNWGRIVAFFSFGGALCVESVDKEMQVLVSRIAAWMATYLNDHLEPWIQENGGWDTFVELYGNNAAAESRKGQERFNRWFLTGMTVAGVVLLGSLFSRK
Yeast superoxide: caloric restriction mimetics inhibiting age-related superoxide in yeast | S. cerevisiae aged cells, superoxide DHE fluorescence; hits give low values | superoxide response (% of plate mean), % at 10 µM | 0.18% of 330,000 active | AID 2690;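 active = superoxide response under a set limit, about three screen SD below normal, cut at about 65% in these data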;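 also: yeast aged for seven days with compound at 30 °C before DHE staining; 100% = average MFI of all compound-treated wells on the plate with controls excluded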
CIT2-GFP yeast: modulators of TOR pathway CIT2-GFP in S. cerevisiae | GFP response vs DMSO, % at 10 µM | S. cerevisiae CIT2-GFP strain, flow cytometry, 3 h; 100 means same as DMSO wells | AID 2029 | 0.065% of 320,000 active;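 active = GFP response relative to DMSO above a set limit, near the screen mean plus 3 SD, cut at about 150% in these data; inconclusive = Fewer than 70 cells measured for a yeast strain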;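 also: ratio of well median GFP fluorescence to mean of DMSO wells on the plate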
AGP1-GFP MLPCN: alters AGP1-GFP fluorescence in TOR pathway yeast screen. 0.02% of 320,000 active. GFP response vs DMSO, % at 10 µM. AID 2066. S. cerevisiae AGP1-GFP multiplex flow cytometry, 3 h; GFP as percent of DMSO wells;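 active = GFP response relative to DMSO above a set limit, near screen average plus 3 SD, cut at about 150% in these data; inconclusive = fewer than 70 cells counted for the yeast strain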;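 also: median GFP channel fluorescence of the gated AGP1 strain per well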
MEX-5 binding: C. elegans MEX-5 TCR-2 RNA binding activity; MEX-5/FITC-TCR2 RNA binding, fluorescence polarization; hits give low values; activity score (negative = inhibition of binding), % at 10 µM; 0.38% of 300,000 active; AID 1832;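 active = inhibition past about -25% in most replicates, and total fluorescence under double the plate's negative control median, limit read from the data; inconclusive = replicates evenly split on the limit, or fluorescence at least double controls; inactive = too little inhibition in most replicates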;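 also: 0% = DMSO and -100% = 5 µM competing unlabeled TCR2 RNA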
* = called active by the depositor; ? = inconclusive; . = no result given; [ ] = another dose, or the depositor's remark.

SMILES	GLD-1 TGE inh	VLA-4 inh	MCL1-BIM inh	GRK2 aptamer HTS	Bcl-xL primary	Yeast superoxide	CIT2-GFP yeast	AGP1-GFP MLPCN	MEX-5 binding
CSc1nnc(CSc2cc(C)nc(N(C)C)n2)o1	3	24	1	1	1	93	100	96	0.5
CCCC(=O)Nc1cccc(NC(=S)NC(=O)C(C)Oc2ccc(Cl)cc2Cl)c1 (centres undefined)	-3	-18	9	6	7	115	99	103	1.7
Cc1cccc(NC(=S)NCCN(C2CCCCC2)C2CCCC2)c1	-4	7	-1	0	-1	95	84	93	1.4
COc1ccc(CCNC(=O)CSc2n[nH]c(C)c2[N+](=O)[O-])cc1OC	-2	2	6	0	4	109	100	101	-1.3
CC(=O)N1CCN(C(=O)c2ccc(NS(=O)(=O)c3cc(C)ccc3C)cc2)CC1	4	33	3	0	2	98	100	106	0.8
N#Cc1cccc(-n2nnnc2-c2ccc3c(c2)OCO3)c1	8	-10	-4	4	-2	95	100	102	-2.9
Cc1cc(NC(=O)CSc2nncn2-c2ccccc2)no1	-2	-1	-6	0	-13	102	94	94	3.2
CCOc1ccccc1OCC(=O)Nc1cc(C)on1	5	12	.	0	.	96	103	105	.
Cc1sc(NC(=O)c2cccc(N3C(=O)CCC3=O)c2)nc1-c1ccccc1	2	-3	-7	0	-10	106	87	92	-1.0
O=C1N=C(c2ccccc2)S/C1=C\c1cccs1	-8	-27	13	0	5	130	83	95	1.3
CCn1c(=NC(=O)c2ccc(S(=O)(=O)N3CCOCC3)cc2)sc2cccc(OC)c21	-9	9	6	0	11	97	.	99	-2.2
O=C(COC(=O)/C=C/c1ccccc1)NC(=O)NC1CCCCC1	1	5	.	2	.	103	99	102	.
CN(C)C(CNC(=O)c1cc(Br)ccc1Cl)c1ccco1 (centres undefined)	-6	-7	11	1	2	105	96	102	-3.8
c1ccc(-c2noc(CN3CCN(c4cnccn4)CC3)n2)cc1	0	25	-1	0	0	115	92	95	0.5
CC(=O)Oc1ccc(CC(C(=O)O)N2C(=O)c3ccccc3C2=O)cc1 (centres undefined)	-3	-5	-5	3	0	104	99	99	1.1
COC(=O)c1ccc(CSc2nncn2N)cc1	3	11	1	0	3	136	98	96	0.7
COc1ccc2c(CC(=O)NCc3cccs3)coc2c1	-3	-3	7	1	3	113	90	96	1.4
O=C(CNC(=O)c1ccc(Br)cc1)N/N=C/c1ccc[nH]1	-1	10	1	2	3	108	102	105	1.7
COc1ccc(C(=O)NCCc2cn3ccccc3n2)cc1	7	10	-3	3	4	96	91	96	-1.5
c1coc(CSSCc2ccco2)c1	7	13	19	3	4	83	95	89	.
CCc1ccc(CN(C)CCc2ccccn2)cc1	1	19	-5	0	0	89	102	92	-1.3
C/C(CCc1ccc2c(c1)OCO2)=N\N=C(/N)SC1CC(=O)N(c2ccc(Cl)cc2)C1=O (centres undefined)	6	34	5	3	4	86	96	105	1.5
CC(Oc1ccccc1)C(=O)N=Nc1c(O)[nH]c2ccc([N+](=O)[O-])cc12 (centres undefined)	4	-12	7	0	10	119	116	116	-2.8
O=C1c2ccccc2C(=O)N1CCc1ccccc1	-1	-1	0	0	-3	85	94	102	-0.2
O=Cc1cn(CCOc2ccccc2F)c2ccccc12	.	-1	.	0	.	101	105	100	2.4
SMILES	GLD-1 TGE inh	VLA-4 inh	MCL1-BIM inh	GRK2 aptamer HTS	Bcl-xL primary	Yeast superoxide	CIT2-GFP yeast	AGP1-GFP MLPCN	MEX-5 binding
Cc1ccc(O)c(C2=Nc3ccccc3N=C(c3ccc([N+](=O)[O-])cc3)C2)c1	2	5	2	0	6	104	101	97	-1.8
CCOc1ccc(C(CCc2ccccc2)NC(=O)c2ccccc2OC)cc1OCC (centres undefined)	-3	2	1	2	-2	97	100	100	2.6
NC(=O)CSc1nc2ccccc2n1Cc1ccccc1	2	29	-2	0	4	76	104	100	-2.3
Brc1ccc2[nH]ncc2c1	-4	-1	16	0	12	75	95	112	0.7
Cc1cccc(-c2nsc(SCC(=O)c3ccc(Cl)cc3)n2)c1	-5	13	-3	1	-4	101	93	91	0.3
CCC(CC)c1nc2cc(OC)c(OC)cc2c(=O)o1	5	-7	-1	1	-6	106	100	100	-0.5
N#CCCn1cc(C(=O)O)c(-c2cccs2)n1	11	-5	2	1	9	111	101	77	-0.1
COc1ccc(-c2c[n+]3c(n2-c2ccccc2)SCC3)cc1	2	0	2	2	7	84	95	104	-0.1
O=C(Nc1cnccn1)c1ccc(Cl)cc1	-2	-24	-6	0	4	111	99	93	-2.7
Oc1c(Br)cc(/C=N/NC(=S)NCC2CCCO2)cc1Br (centres undefined)	2	38	0	3	-3	92	88	91	0.2
COc1ccc(C(CNC(=O)c2ccccc2C)N2CCCC2)cc1 (centres undefined)	-3	3	4	0	-1	90	92	89	-2.5
COc1ccc(OC)c(S(=O)(=O)N/N=C\c2cn(CC(N)=O)c3ccccc23)c1	-1	-5	3	3	1	97	101	103	-4.1
COC(=O)/C=C1\S/C(=N/NC(=O)c2ccccc2)NC1=O	0	6	5	0	3	108	95	100	-14
O=C(NCCN1CCOCC1)c1ccc(/C=C2\Sc3ccccc3N(Cc3ccc(F)cc3)C2=O)cc1	6	6	2	0	4	105	101	101	3.1
O=C(O)c1ccc(/C=N/NC(=O)c2cc(-c3cccs3)nc3ccccc23)cc1	4	12	2	0	2	96	97	96	0.4
NC(=O)CCn1c(C(=O)c2cc(Cl)c(N)c(Cl)c2)c2ccccc2[n+]1[O-]	8	14	1	2	3	93	75	85	-0.5
CCOC(=O)c1c(-c2ccc(C)o2)csc1NC(=S)NC(=O)N(C)C	2	-79	11	4	17	110	83	85	4.7
Cc1ccc(N=C(N)N=C(N)N)cc1	-6	-3	-5	0	-7	121	89	98	-1.0
CN(Cc1ccccc1)C(=O)COC(=O)COc1ccc(Cl)cc1	-8	0	.	0	.	108	124	105	.
CC(=O)Nc1ccc(S(=O)(=O)NCc2nc(-c3cccc(C)c3)no2)cc1	-4	-17	-28	0	-10	91	97	102	?
CCNc1nc(CN2CCOCC2)nc2sc3c(c12)CCC3	-3	-11	7	0	3	103	91	101	0.7
CCOC(=O)Cn1c(=O)oc2cc(S(=O)(=O)NCc3cccs3)ccc21	6	-14	2	3	3	95	101	97	1.4
CC(C)CCNC(=O)c1cn(CC(C)C)c(=O)c2c1c1ccccc1n2C	-3	4	6	0	3	101	98	98	-2.0
CCCCNC(=O)C1CCC(CNc2nc(=S)[nH]c3ccccc23)CC1 (centres undefined)	3	17	10	0	13	88	117	107	-0.4
CSc1ccccc1NC(=O)CN(C)C(=O)COc1cccc2cccnc12	6	11	.	0	.	97	88	90	.
SMILES	GLD-1 TGE inh	VLA-4 inh	MCL1-BIM inh	GRK2 aptamer HTS	Bcl-xL primary	Yeast superoxide	CIT2-GFP yeast	AGP1-GFP MLPCN	MEX-5 binding
CCCOc1ccc(N2C(=O)CC(NCc3ccncc3)C2=O)cc1 (centres undefined)	2	-7	2	0	2	84	97	100	-5.0
COc1ccc(/C(N)=N/OC(=O)c2ccco2)cc1OC	-8	10	1	1	2	89	114	117	-0.4
COc1ccc(C2/C=C\CN(C(=O)Nc3ccc(C(F)(F)F)cc3)CC(=O)N2Cc2ccc(F)cc2)cc1 (centres undefined)	5	16	5	5	3	104	78	89	1.6
COc1ccc(NC(=O)CSc2nccn2-c2ccccc2)cc1	3	-19	-8	0	-9	105	86	90	0.5
COC(=O)c1c(C)[nH]c(C(=O)OC(C)C(=O)N(C)C2CCCCC2)c1C (centres undefined)	0	-2	-1	0	-1	104	106	104	-0.1
COc1ccc(NC(=S)N2CCC(NC(=O)c3cccc(C)c3)CC2)cc1	-2	-13	6	0	3	94	95	97	-0.6
COc1cc(NC(=O)c2cc(S(=O)(=O)N3CCCCC3)c[nH]2)cc(OC)c1	0	11	1	0	-3	100	100	101	1.1
O=C(NCc1ccccn1)c1ccccc1OCc1ccc(F)cc1	5	8	8	0	0	105	99	95	0.7
Cn1ccnc1SCCNC(=O)CCc1nnc(CCCCc2ccccc2)o1	-1	2	3	0	-2	105	104	109	1.0
COc1ccc(-c2nc(CN3CCCCC3c3nccn3C)c(C)o2)c(C)c1C (centres undefined)	2	37	3	0	-2	73	98	96	-0.2
Cc1sc2ncnc(NCC(O)c3ccccc3)c2c1C (centres undefined)	9	-6	0	0	5	89	91[may fluoresce red]	80[may fluoresce red]	1.4
CC(=O)CCc1ccc(OCCCOc2cccc3cccnc23)cc1	-4	10	10	1	5	101	104	92	-0.1
O=C(NCCCn1ccnc1)c1ccc(S(=O)(=O)N2CCOCC2)cc1	-5	21	0	2	-4	98	?	?	4.0
Cc1c(CNCCc2ccccc2Cl)c(C(=O)O)c(C)n1-c1ccccc1	-1	9	5	0	4	98	102	99	1.1
Cc1cccc(C(=O)N2CCCC(c3nc(-c4ccc(C)o4)no3)C2)c1 (centres undefined)	2	6	1	0	-3	100	100	106	-1.6
Cn1ncc2c(Nc3cccc(Cl)c3)nc(Nc3cccc(Cl)c3)nc21	9	14	-5	5	-1	108	83	100	-3.3
CC(CCc1ccccc1)NC(=O)c1cccs1 (centres undefined)	1	-5	-3	2	-4	105	64	69	-1.4
COc1ccc2c(CC(=O)N3CCN(S(=O)(=O)c4cccs4)CC3)coc2c1	4	4	-7	0	0	105	97	104	-4.9
S=C(NCCCN1CCOCC1)N1CCN(c2ccccc2)CC1	5	-2	7	0	2	109	104	98	2.9
CC1CCN(CCCNC(=O)CN2C(=O)CSc3ccc(S(=O)(=O)N4CCOCC4)cc32)CC1	1	14	6	1	9	92	108	112	-2.3
CC(C)(C)c1n[nH]c(=S)n(N)c1=O	-5	9	7	1	1	96	102	106	1.3
O=C(NCc1ccccc1)c1cccc(OCC(=O)N2CCN(C(=O)c3ccco3)CC2)c1	-11	9	5	2	8	110	102	100	2.5
Cc1cccc2cc(CN(C(=O)c3cccc([N+](=O)[O-])c3)C(C)C)c(=O)[nH]c12	4	3	5	3	1	116	111	115	-2.7
C=CCn1c(CNC(=O)c2ccco2)nnc1SCC(=O)N1c2ccccc2Sc2ccccc21	0	2	-3	0	4	101	91	100	2.5
N#CCOC(=O)/C=C/c1ccc2c(c1)OCO2	-12	0	4	2	3	94	97	98	-0.7
O=C1CC(/C=C/c2cccnc2)=Nc2ccccc2N1	8	-6	3	9	10	108	107	111	-0.6
Cc1cc(C)c(NC(=O)/C=C\C(=O)O)c(Cl)c1	6	12	2	2	5	94	106	104	3.1
O=C(Nc1cc(Cl)cc(Cl)c1)N1CCCC1	3	0	-1	0	3	109	107	100	.
CCCCOC(=O)NCN1C(=O)C2C3C=CC(C3)C2C1=O (centres undefined)	-1	-5	-1	2	4	103	111	98	1.7
Cc1ccn2c(C(=O)CSc3ccc(Cl)cc3Cl)c(C)nc2c1	-5	17	0	2	3	95	97	107	-1.1

Part of the list above in order of formula weight, lowest first.
SMILES	GLD-1 TGE inh	VLA-4 inh	MCL1-BIM inh	GRK2 aptamer HTS	Bcl-xL primary	Yeast superoxide	CIT2-GFP yeast	AGP1-GFP MLPCN	MEX-5 binding
COc1ccc(/C(N)=N/OC(=O)c2ccco2)cc1OC	-8	10	1	1	2	89	114	117	-0.4
NC(=O)CCn1c(C(=O)c2cc(Cl)c(N)c(Cl)c2)c2ccccc2[n+]1[O-]	8	14	1	2	3	93	75	85	-0.5
C/C(CCc1ccc2c(c1)OCO2)=N\N=C(/N)SC1CC(=O)N(c2ccc(Cl)cc2)C1=O (centres undefined)	6	34	5	3	4	86	96	105	1.5
